TSHR antag – human thyrotropin receptor antagonism. P16473. TSHR-expressing cells, TSH-stimulated cAMP HTRF, 2 h; active compounds read low. activity change, negative = inhibition, % at 11.5 µM. actives 0.2% (n = 330,000);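 active = activity change below a set negative limit, meaning inhibition stronger than a set level, cut at about -70% in these data; inconclusive = activity change between two set negative limits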; note: % is set by controls: 0 for no effect and ±100 for the full control effect
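Competitive HTRF cAMP read-out (cryptate anti-cAMP antibody, cAMP-d2; 30 min, room temperature) in freshly harvested TSHR cells. Compounds added before TSH at EC80 (4nM final), followed by 2 hours' incubation at 37 deg C.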
A-T KAP1 phos – potential ataxia-telangiectasia treatments restoring KAP-1 phosphorylation | actives 0.19% (n = 320,000) | […] A-T fibroblasts, KAP-1 phosphorylation AlphaLISA; neocarzinostatin DNA damage 30 min before lysis | Potency, µM (doses to about 57.5 µM), inactives show at the top dose activation, hits mostly activators; note: potency is the fitted concentration of half-maximal effect; % of control where 0% means no effect; nearly all actives have a fitted effect of over 45% in size
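ATM-like activity read as KAP-1 phosphorylation via AlphaLISA donor/acceptor antibody pairs after lysis and 6 hr at 25C. Cells were ATM-null patient fibroblasts ([…], hTERT), dosed 60 min, then exposed to the DSB inducer NCS for 30 min.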
Chronic BCR inh – inhibitors of chronic active B-cell receptor signaling | actives 0.05% (n = 340,000) | ABC-DLBCL IkBa-CBG/CBR reporter, luminescence ratio, 4 h | Potency, µM (series often up to 46.1 µM), for inactives: at the top dose ratio change, negative = lower green/red ratio, actives largely listed as inhibitors; active = well fitted inhibition curve with a large enough effect in the signal ratio, with a control signal flat, not every such curve was filed as active; inconclusive = small, poorly fitted or top-dose-only effect, or effect the other way, or a change in a side signal; the % refers to the signal ratio;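 note: potency is the fitted concentration of half-maximal effect; plate controls were basal doxycycline-induced cells for no effect and cells given 10 µM MG132 for full effect; MG132 reads +100%, hits lower the ratio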
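TMD8 ABC-DLBCL cells carrying doxycycline-inducible green luciferase fused to IkappaBalpha plus unfused red luciferase were exposed to compounds (up to 46 uM) for 4 hrs at 37C. Activity came from the overlap-corrected green/red luminescence ratio.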
Tb PFK block – inhibitors of T. brucei phosphofructokinase; T. brucei PFK, ADP-Glo luminescence; AID 485367; Potency, µM (titrated, usually from 57.5 µM), without a hit: at the highest dose activity, negative = inhibition, actives largely listed as inhibitors; O15648; actives 0.17% (n = 330,000);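 note: potency is the fitted concentration of half-maximal effect; 0% = uninhibited 1x PFK enzyme wells and -100% = no-enzyme wells; nearly all actives have a fitted effect of over 60% in size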
Target sequence (O15648 whole entry, looked up): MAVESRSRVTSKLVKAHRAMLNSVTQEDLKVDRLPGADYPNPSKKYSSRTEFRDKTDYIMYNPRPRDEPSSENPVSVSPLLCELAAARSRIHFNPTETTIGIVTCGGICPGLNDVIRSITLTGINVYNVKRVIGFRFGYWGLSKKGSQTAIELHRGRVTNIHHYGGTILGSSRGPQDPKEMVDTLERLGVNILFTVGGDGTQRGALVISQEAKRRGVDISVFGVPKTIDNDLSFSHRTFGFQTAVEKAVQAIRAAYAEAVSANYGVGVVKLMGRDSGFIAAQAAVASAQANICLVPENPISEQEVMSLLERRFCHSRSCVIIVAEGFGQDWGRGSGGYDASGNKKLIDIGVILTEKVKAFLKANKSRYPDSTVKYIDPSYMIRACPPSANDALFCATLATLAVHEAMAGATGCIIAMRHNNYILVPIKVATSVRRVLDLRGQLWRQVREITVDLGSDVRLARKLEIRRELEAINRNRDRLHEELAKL
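In TEA buffer at pH 8.0 with 5 mM MgCl2, enzyme (1.25 nM) converted F6P (0.5 mM) and ATP (0.1 mM) for 45 min at room temperature. ADP product was read by luciferase luminescence.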
FBPA coupling cs – counter-screen for Giardia aldolase inhibitors: coupling enzyme system; coupling enzyme system counterscreen, AmpLite Red fluorescence; activity change, negative = inhibition, % at 58.2 µM, hits read low; actives 0.67% (n = 290,000); AID 2472; in the data active = activity change below about -30%; note: % is set by controls: 0 for no effect and ±100 for the full control effect
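Fluorescence at 525 nm excitation and 598 nm emission measured inhibition of the coupled detection system without aldolase. Compounds (at 57.5 uM final) were preincubated 10 min at room temperature with coupling enzyme reagent before a 20 min substrate/AmpLite Red step.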
TCR act – activators of T cell receptors | primary human leukocytes, anti-CD3, IL-2 HTRF, 48 h | Potency, µM (doses to about 9.22 µM), without a hit: top-dose activation of IL-2 secretion, usual class: activators | 330,000 tested, under 10 active | AID 504894; note: % of control where 0% means no effect
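Activity was scored as IL-2 release from primary human leukocytes given only a TCR signal (a-CD3 beads) plus compound for 48 hr. Detection used a two-antibody HTRF format read at 665nm.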
KCNH2 WT inh – blocks the wildtype human KCNH2 potassium channel; Q12809; U2OS, BacMam KCNH2, thallium flux FluxOr; active compounds read low; activity change, % at 1.84 µM; actives 0.37% (n = 340,000); AID 720551;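 active = maximum activity change below -70%; inconclusive = maximum activity change between -70% and -50%; inactive = maximum activity change above -50%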; note: % is set by controls: 0 for no effect and ±100 for the full control effect
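U2OS cells were transduced with wild-type KCNH2 virus (2.03 x 10^8 / mL) for 4 h at room temperature, then cultured overnight at 37 C. Thallium flux was read with FluxOr dye. Rate constants were normalized to DMSO controls.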
GALK inh – blocks human galactokinase activity. P51570. Purified GALK, Kinase-Glo residual ATP luminescence. Potency, µM (doses to about 57.5 µM), for inactives: at the highest dose activity change, negative = inhibition, hits mostly inhibitors. actives 0.007% (n = 270,000). AID 1868; note: potency is the fitted concentration of half-maximal effect; % is set by controls: 0 for no effect and ±100 for the full control effect
Target sequence (P51570 whole entry, looked up): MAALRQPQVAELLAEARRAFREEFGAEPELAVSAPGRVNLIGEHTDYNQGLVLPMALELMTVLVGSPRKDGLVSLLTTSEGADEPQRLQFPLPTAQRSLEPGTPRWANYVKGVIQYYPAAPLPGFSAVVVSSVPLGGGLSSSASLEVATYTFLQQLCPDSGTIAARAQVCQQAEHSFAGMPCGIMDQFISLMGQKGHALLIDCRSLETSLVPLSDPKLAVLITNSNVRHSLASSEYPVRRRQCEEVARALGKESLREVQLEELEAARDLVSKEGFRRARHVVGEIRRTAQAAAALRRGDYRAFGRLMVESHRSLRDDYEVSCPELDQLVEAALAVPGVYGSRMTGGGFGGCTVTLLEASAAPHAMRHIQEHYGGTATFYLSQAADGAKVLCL
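Quantitative HTS: GALK 5 nM, ATP 35 uM, galactose 100 uM, 1 h room temperature, then luciferase-based ATP detection.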
Giardia kill – Giardia lamblia killing; actives 0.15% (n = 340,000); Giardia lamblia trophozoite viability; activity change, % at 7.66 µM, hits read low; in the data active = activity change below about -80%; inconclusive = between about -30% and that limit;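 note: parasites exposed to compound for two days anaerobically before the ATP read; % is set by controls: 0 for no effect and ±100 for the full control effect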
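Anaerobic 48 hrs incubation at 37 deg C of 100 trophozoites/well with test compounds; ATPLite 1-Step luminescence, 15-30 min RT, reports cellular ATP as viability.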
CXXC DNA block – inhibitors of human MLL CXXC domain-DNA interaction; Q03164; MLL-CXXC / FITC-HOXA9 DNA fluorescence polarization; Potency, µM (top dose mostly 115 µM), for the others: at the top dose activity change, negative = inhibition, most hits filed as inhibitors; actives 0.037% (n = 290,000); AID 2662; active = well fitted inhibition curve with a large enough effect in the polarisation, with a control signal flat, not every such curve was filed as active; inconclusive = small, poorly fitted or top-dose-only effect, or effect the other way, or a change in a side signal; inactive = no such curve, though single readings can be large or run the other way; the % refers to the polarisation; note: potency is the fitted concentration of half-maximal effect
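Fluorescence polarization: 7 uM MLL-CXXC (stock) preincubated 5 min with compounds, then 50 nM fluorescein-HOX-A9 DNA (stock) added; 30 min ambient. Buffer 50 mM Tris-HCl pH 7.5, 50 mM NaCl, 1 mM DTT, 0.05% BSA.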
* hit, by the source's call; i = inactive; u = inconclusive; x = not tested or not shown; [ ] = remark or other dose. Unless noted, calls come from the whole dose curve; as a rule, active = well fitted curve in the direction sought with a large enough effect; inconclusive = small, poorly fitted or top-dose-only effect, or another doubt; inactive = no such curve, though single readings can be large; an effect the other way counts as inactive or inconclusive.

compound,TSHR antag,A-T KAP1 phos,Chronic BCR inh,Tb PFK block,FBPA coupling cs,TCR act,KCNH2 WT inh,GALK inh,Giardia kill,CXXC DNA block
COc1ccccc1Nc1nc(NCC(C)C)nc(N)c1[N+](=O)[O-],-5,35%,-1%,0%,2,3%,3,3%,22,-2%
CCC(C)[C@H](NC(=O)OC(C)(C)C)C(=O)N/N=C/c1ccc2nccnc2c1 (stereo partly drawn),-11,-1%,2%,3%,0,-2%,-6,-5%,7,7%
C=CCc1cccc2cc(C(=O)N3CCN(C(=O)c4ccco4)CC3)c(=O)oc12,-1,1%,7%,-4%,2,-1%,8,1%,37[activator],9%
Cn1nccc1NC(=O)CSCC(=O)O,21,3%,u,-5%,0,-4%,-2,-1%,-11,-4%
COc1ccccc1N(C)S(=O)(=O)c1ccc(Cl)c(C(=O)NCc2ccco2)c1,23,-6%,u,0%,x,-1%[46.1 µM],3,x,5,x
Cc1cc(NC(=O)CCC(=O)N(C(C(=O)NC(C)(C)C)c2ccccc2Cl)C(C)(C)C)no1 (stereo not drawn),4,1%,0%,0%,-2,-1%,8,0%,-12,-4%
CCS(=O)(=O)NCCc1csc(-c2ccc(OC)c(OC)c2)n1,4,-3%,-4%,-2%,1,0%,0,-2%,11,0%
COc1ccccc1OCCCn1c(=O)oc2ccccc21,2,0%,-7%,-1%,-3,0%,-10,1%,-14,-12%
COc1ccc(-n2c(-c3cccc(C)c3[N+](=O)[O-])n[nH]c2=S)cc1,-6,-1%,2%,u,-1,x,7,-1%,2,-3%
COc1ccc(CCNC(=O)C2CCC(CNS(=O)(=O)c3ccc(F)cc3)CC2)cc1OC (stereo not drawn),3,-4%,-1%,-2%,1,19%,-16,1%,-5,-4%
Nc1c2c(nn1-c1ccc(F)cc1)CSC2,6,-1%,-3%,-19%,-2,-4%,4,6%,-4,1%
CC1CCCN(C(=O)C2CCN(CC(C)c3ccccc3)CC2)C1 (stereo not drawn),3,4%,3%,13%,2,-3%[46.1 µM],4,0%,1,2%
CCCCN(CCCNC(=O)c1ccc(CS(=O)(=O)c2c(Cl)cccc2Cl)o1)Cc1ccccc1,7,-4%,8%,-13%,x,0%,44,-1%,6,-14%
Cc1ccc2c(c1)nnn2C1CCN(CC(=O)NCCc2nc3ccccc3[nH]2)CC1,-2,-5%,-2%,-8%,4,-36%,-4,1%,-10,2%
O=C(NCc1ccncc1)C(=O)N/N=C/c1ccc(OCc2ccccc2)cc1,-4,1%,10%,2%,0,8%,-7,0%,2,0%
Cc1cc(O)c(NC(=O)c2ccc(Br)o2)cc1C,6,0%,-16%,-19%,0,-4%,-11,2%,-1,7%
Brc1ccc(-c2nc3ncccn3c2NC2CCCCC2)o1,-2,4%,20%,-4%,0,-4%,-8,-2%,3,9%
COc1ccc(C(=O)Nc2ccc(Cl)c(S(=O)(=O)Nc3ccccc3OC)c2)cc1,u,0%,6%,-4%,-2,4%[46.1 µM],3,0%,10,10%
COc1ccc(-c2noc(CN3CCCCC3c3nccn3C)n2)cc1 (stereo not drawn),10,-4%,1%,-13%,-1,-9%,10,5%,25,-13%
CCOC(=O)N1CCC(N2C(=O)c3ccccc3C2Nc2ccccc2)CC1 (stereo not drawn),-6,4%,u,1%,3,2%,-11,2%,35[activator],2%

Results in FBPA coupling cs and KCNH2 WT inh (two entries from above):
| structure | FBPA coupling cs | KCNH2 WT inh |
| --- | --- | --- |
| COc1ccc(-n2c(-c3cccc(C)c3[N+](=O)[O-])n[nH]c2=S)cc1 | -1 | 7 |
| COc1ccc(CCNC(=O)C2CCC(CNS(=O)(=O)c3ccc(F)cc3)CC2)cc1OC (stereo not drawn) | 1 | -16 |

Later entries.
compound,TSHR antag,A-T KAP1 phos,Chronic BCR inh,Tb PFK block,FBPA coupling cs,TCR act,KCNH2 WT inh,GALK inh,Giardia kill,CXXC DNA block
Cc1cc(C)n(CC(=O)N/N=C/c2ccc([N+](=O)[O-])s2)n1,1,0%,-2%,-1%,2,-29%,-1,9%,u,-7%
O=C(Nc1c2c(nn1-c1ccccc1)CS(=O)(=O)C2)c1ccc2c(c1)OCO2,17,5%,u,0%,x,5%,2,6%,3,1%
COc1ccccc1C(=O)NC(CCSC)C(=O)NC1CC1 (stereo not drawn),21,-7%,2%,0%,x,11%,3,x,u,x
O=C1[C@H]2[C@H]3[C@H](O)[C@H](O)C/C(=N\OC[C@@H](O)COCc4ccco4)[C@@H]3CC[C@H]2C(=O)N1c1ccc(F)cc1F,-2,11%,0%,2%,-2,x,x,x,x,-4%
O=C(Nc1ccccc1C(F)(F)F)c1cc(-c2ccccc2O)on1,-10,6%,x,2%,-2,1%[46.1 µM],31,0%,6,32%[activator]
CC1CCCC(C)N1C(=O)CSc1nnc(NC(=O)Cc2cccs2)s1 (stereo not drawn),8,8%,2%,5%,2,x,0,3%,5,7%
CCOC(=O)c1cc(-c2csc(-c3ccc(C(C)(C)C)cc3)n2)on1,-11,-14%,-10%,1%,2,-2%,10,-2%,10,-3%
COc1ccc(/C=N/NC(=O)Cc2csc(Nc3cccc(C(F)(F)F)c3)n2)cc1C,3,-1%,-12%,11%,-1,0%,-4,-1%,-18,-5%
Cc1ccc(C)c2[nH]c(=O)c(CN(Cc3nnnn3C3CCCCC3)CC3CCCO3)cc12 (stereo not drawn),34,6%,u,3%,-37*,x,3,-3%,9,0%
CC(C)(C)n1nc2c(c1NC(=O)Cc1ccc(F)cc1)CS(=O)(=O)C2,38,13%,1%,3%,2,8%,-1,-1%,-17,-12%
CC1CC(C)CN(C(=S)SCc2nc(N)nc(Nc3ccccc3)n2)C1 (stereo not drawn),-15,-9%,-1%,2%,-5,4%,-1,8%,12,3%
COc1cccc(CN2CCNC(=O)C2CC(=O)N(C)CCc2ccccn2)c1OC (stereo not drawn),-6,3%,u,0%,-2,x,x,-1%,x,-4%
Cc1ccc(C2CCN(C(=O)Nc3ccc(F)cc3)C2)cc1 (stereo not drawn),-1,1%,u,2%,1,-6%,3,0%,-1,0%
O=C(NCCc1ccccc1)c1ccc2nc(-c3ccco3)c(-c3ccco3)nc2c1,9,x,u,u,-37*,3%,9,0%,7,u
Cc1cc(C)nc(SCC(=O)c2ccc3c(c2)OCCO3)n1,3,-1%,-1%,-3%,0,-3%,7,-1%,10,10%
O=C(CSc1nnc(Cc2cc(=O)[nH]c(=O)[nH]2)n1-c1ccc(Cl)cc1)N1CCc2ccccc21,10,-1%,-8%,-2%,3,x,x,-2%,x,0%
O=C(CN1C(=O)c2ccccc2C1=O)Nc1cccc(O)c1,11,-7%,0%,-2%,0,2%,-6,4%,9,1%
O=C(CNS(=O)(=O)c1ccccc1)Nc1ccc(C(F)(F)F)cc1,2,1%,11%,-4%,1,x,-2,1%,-3,17%
CC(=O)OCc1cc2cc(C)ccc2[nH]c1=O,14,3%,6%,-3%,0,0%,9,5%,-17,-1%
CCC(=O)Nc1ccc(Nc2nc(Cl)nc(Nc3ccc(NC(=O)CC)cc3)n2)cc1,3,-7%,-3%,-15%,0,3%,i,8%,-4,-4%

The list goes on:
compound,TSHR antag,A-T KAP1 phos,Chronic BCR inh,Tb PFK block,FBPA coupling cs,TCR act,KCNH2 WT inh,GALK inh,Giardia kill,CXXC DNA block
CCOC(=O)c1ccccc1NC(=O)c1cc2sccc2n1C,-11,13%,16%,-4%,0,3%,-22,0%,4,3%
COC(=O)C1=C(C(=O)OC)[C@@H]2Nc3ccccc3[C@@]23C[C@@H](C(=O)OC)N(C(=O)c2ccco2)C3=N1,x,x,x,x,1,4%,10,x,-13,x
CCn1c(SCc2nc3ccccc3s2)nnc1-c1cccs1,2,9%,23%,-1%,-4,0%,-28,0%,-1,-2%
c1ccc2oc(SCc3nc4ccccc4s3)nc2c1,x,x,x,x,1,5%,-3,3%,-24,-2%
O=C(CN1CCN(CCO)CC1)Nc1ccccc1,-8,1%,-5%,-4%,2,4%[46.1 µM],5,0%,22,0%
O=C(OCn1nnc2ccccc2c1=O)c1cccnc1Cl,3,0%,-9%,-4%,1,-3%,-13,1%,12,0%
O=S(=O)(c1ccc(S(=O)(=O)N2CCC3(CC2)OCCO3)cc1)N1CCCC1,-9,-4%,u,-5%,2,-5%,-11,-1%,-5,-1%
Cc1ccc(S(=O)(=O)c2nc(-c3cccs3)oc2SCC(N)=O)cc1,23,3%,6%,3%,-2,5%,3,0%,-3,1%
Cc1ccc(C)c(NC(=O)c2cnn(-c3ccccc3)c2C)c1,7,19%,u,-4%,2,0%,1,3%,-9,-8%
N#Cc1c(-c2ccco2)cc(-c2ccccn2)nc1N,-6,7%,u,-6%,-5,1%,-9,0%,25,2%
